RBX1-CUL1 inh: inhibitors of human ROC1-CUL1 ubiquitin ligase activity; E3 ubiquitin-protein ligase RBX1 (Homo sapiens) + Cullin-1 (Homo sapiens), P62877+Q13616; in vitro K48 di-Ub FRET, acceptor:donor ratio, 45 min; inhibition, % at 10 µM; 0.6% of 140,000 active; AID 1347404, 2020; in the data active = inhibition above about 25%
Target sequence (P62877 whole entry, looked up): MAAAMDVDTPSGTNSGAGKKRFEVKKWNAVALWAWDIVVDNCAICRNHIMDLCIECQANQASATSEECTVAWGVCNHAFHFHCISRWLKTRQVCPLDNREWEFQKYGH
Target sequence (Q13616 whole entry, looked up): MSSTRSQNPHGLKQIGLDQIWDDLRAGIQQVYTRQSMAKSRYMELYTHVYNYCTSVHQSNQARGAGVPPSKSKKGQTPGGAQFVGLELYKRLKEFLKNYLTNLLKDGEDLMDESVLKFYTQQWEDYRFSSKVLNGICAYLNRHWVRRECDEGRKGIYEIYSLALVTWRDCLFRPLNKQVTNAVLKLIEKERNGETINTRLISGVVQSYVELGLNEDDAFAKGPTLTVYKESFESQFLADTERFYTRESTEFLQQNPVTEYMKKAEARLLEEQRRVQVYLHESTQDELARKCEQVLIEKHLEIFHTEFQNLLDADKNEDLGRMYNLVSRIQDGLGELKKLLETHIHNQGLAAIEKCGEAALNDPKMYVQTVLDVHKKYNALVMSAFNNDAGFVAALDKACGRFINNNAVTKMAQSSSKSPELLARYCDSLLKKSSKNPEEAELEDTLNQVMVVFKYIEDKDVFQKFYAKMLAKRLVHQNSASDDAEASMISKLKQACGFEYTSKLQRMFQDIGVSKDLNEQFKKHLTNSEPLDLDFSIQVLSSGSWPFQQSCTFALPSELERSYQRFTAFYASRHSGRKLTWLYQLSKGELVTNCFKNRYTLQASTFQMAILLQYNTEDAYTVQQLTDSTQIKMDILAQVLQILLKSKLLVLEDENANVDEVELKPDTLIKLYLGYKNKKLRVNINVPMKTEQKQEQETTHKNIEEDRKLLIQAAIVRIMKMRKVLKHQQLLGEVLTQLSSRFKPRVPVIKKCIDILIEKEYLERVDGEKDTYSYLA
An asterisk follows results filed as active. Not all compounds are listed (hit frequency here may not be typical).

No.	RBX1-CUL1 inh	Structure
1	2	CCOc1ccc(-n2nnnc2SCC(=O)Nc2cccc(C(F)(F)F)c2)cc1
2	8	COc1cc(NC(=O)c2cc3c(=O)n(Cc4ccco4)ccc3nc2C)cc(OC)c1OC
3	3	COc1ccc(Cn2cc(C(=O)c3ccc(F)cc3)c(=O)c3cc4c(cc32)OCCO4)cc1
4	2	O=C(c1ccccc1)c1nn(-c2ccc(Cl)cc2)cc1C(=O)c1cc2ccccc2oc1=O
5	3	COc1ccc(-c2cc(C(=O)Nc3nc(-c4ccccc4)c(C)s3)c3ccccc3n2)c(OC)c1
6	0	Cc1c(C(C)NCc2ccc3nonc3c2)cnn1-c1ccccc1 (configuration not stated)
7	0	COc1cccc(Cn2c(CNC(=O)Cc3cccc(C)c3)nc3cccnc32)c1
8	8	COc1ccc(NC(=O)C(C(C)C)N2Cc3ccccc3C2=O)cc1 (configuration not stated)
9	-2	O=C(CSc1cn(CC(=O)N2CCCC2)c2ccccc12)Nc1ccccc1C(F)(F)F
10	13	CCN(CC)S(=O)(=O)c1cc(-c2ccc(=O)n(C(C)C(=O)Nc3cccc(C#N)c3)n2)ccc1C (configuration not stated)
11	5	CC1=C(C(=O)N2CCCC(CCC(=O)N3CCN(Cc4ccccc4)CC3)C2)OCCO1 (configuration not stated)
12	-4	Cc1ccc(N2C(=O)C(Cl)=C(N3CCCCCC3)C2=O)cc1Cl
13	9	O=S(=O)(Nc1cccc(C(F)(F)F)c1)c1ccc(I)cc1
14	12	Oc1cccc2c1Oc1nc3ccccc3nc1O2
15	-9	CCCCn1nnc(NC(=O)c2cccc(C)c2)n1
16	-3	Cc1cccc(C)c1OCC(=O)Nc1cccc(NC(=O)COc2c(C)cccc2C)n1
17	-9	COc1cccc(N2CCN(C(=O)C3CCN(S(=O)(=O)c4ccc5c(c4)oc(=O)n5C)CC3)CC2)c1
18	-5	Cc1ccc(C)c(-c2csc(Nc3cccc4ccccc34)n2)c1
19	-1	COc1ccc(S(=O)(=O)Nc2cc(C)ccc2F)cc1
20	0	COc1cc(C2c3c(oc4ccccc4c3=O)C(=O)N2Cc2ccccc2Cl)ccc1O (configuration not stated)
21	1	COc1ccccc1N1C(=O)c2ccc(C(=O)c3ccc4c(c3)C(=O)N(c3ccccc3OC)C4=O)cc2C1=O
22	-4	CCOC(=O)C1C(C)=Nc2sc(C(=O)c3ccc(F)cc3)c(N)c2C1c1ccc(C(=O)OC)cc1 (configuration not stated)
23	-6	CC1=CC2(C)C(OC1=O)C1OC(=O)C(C)=CC12C (configuration not stated)
24	2	O=C(Cn1nc(C(F)(F)F)c2c1CCCC2)Nc1ccc(Br)cc1
25	13	CC(C)Cc1nc(NC(=O)NCCN2CCCOC2=O)n[nH]1
26	4	CN(C)S(=O)(=O)N(CC(=O)Nc1ccc2ccccc2c1)c1ccccc1
27	5	Cc1cc(C(F)(F)F)n2nc(N)c(N=Nc3cccc4ccccc34)c2n1
28	-10	O=C(CSc1nc2c([nH]c3ccccc32)c(=O)n1-c1ccc(Cl)cc1)N1CCOCC1
29	9	CC(Oc1ccccc1)C(=O)Nc1ccc(OCc2cc(=O)n3ccsc3n2)cc1 (configuration not stated)
30	7	Cc1cccc(CS(=O)(=O)N2CCCCCC2)c1
31	-10	CC(NC(=O)c1ccncc1)c1ccc2c(c1)CCCC2 (configuration not stated)
32	4	COc1cc(NC(=O)C(Cc2ccccc2)NS(=O)(=O)c2cccs2)cc(OC)c1 (configuration not stated)
33	-9	COc1cc(C)ccc1OCc1nc(C(=O)NCC(C)C)co1
34	-3	COc1ccc(NC(=O)CSc2nc(-c3ccccc3)nc3c2Cc2c(CO)cnc(C)c2O3)cc1Cl
35	3	COc1ccc(OCC(=O)Nc2ccc(-c3nc4cc(C)c(C)cc4o3)cc2)cc1
36	-7	COc1cc(CC2(CCC(=O)NC3CCCc4ccccc43)CCC(=O)N2)ccc1F (configuration not stated)
37	11	CCNC(=O)C1CCN(S(=O)(=O)c2cc(F)ccc2OC)CC1
38	0	COc1cccc(N2CCN(C(=O)CCn3nc(C)c(S(=O)(=O)N4CCCC4)c3C)CC2)c1
39	-8	O=c1c2[nH]c3ccccc3c2nc(SCc2cccc(F)c2)n1-c1ccccc1
40	-11	O=C(CCC(=O)N1Cc2ccccc2Oc2ncccc21)NCc1ccccc1Cl

Four entries picked at random from those above:
No.	RBX1-CUL1 inh	Structure
17	-9	COc1cccc(N2CCN(C(=O)C3CCN(S(=O)(=O)c4ccc5c(c4)oc(=O)n5C)CC3)CC2)c1
33	-9	COc1cc(C)ccc1OCc1nc(C(=O)NCC(C)C)co1
28	-10	O=C(CSc1nc2c([nH]c3ccccc32)c(=O)n1-c1ccc(Cl)cc1)N1CCOCC1
11	5	CC1=C(C(=O)N2CCCC(CCC(=O)N3CCN(Cc4ccccc4)CC3)C2)OCCO1 (configuration not stated)

In the list so far, these contain a thiophene ring, fused or not.
No.	RBX1-CUL1 inh	Structure
22	-4	CCOC(=O)C1C(C)=Nc2sc(C(=O)c3ccc(F)cc3)c(N)c2C1c1ccc(C(=O)OC)cc1 (configuration not stated)
32	4	COc1cc(NC(=O)C(Cc2ccccc2)NS(=O)(=O)c2cccs2)cc(OC)c1 (configuration not stated)

Further records
No.	RBX1-CUL1 inh	Structure
41	3	COc1ccc(-n2nc(C)c3c(C(F)(F)F)cc(-c4cccnc4)nc32)cc1
42	-12	Cc1cc(NC(=O)C2CCN(S(=O)(=O)N(C)C)CC2)ccc1Br
43	-14	CC(C)(C)C(=O)OCc1cc(=O)n2nc(C3CC3)sc2n1
44	-10	CCOc1ccccc1NC(=O)c1ccc(OC)c(OC)c1
45	4	COc1ccccc1N1CCN(S(=O)(=O)c2ccccc2C(F)(F)F)CC1
46	-2	COc1cc(/C=C2\CCn3c2nc(=O)c2ccccc23)ccc1O
47	-11	CCCc1noc(-c2ccc(N3CCCCC3)c([N+](=O)[O-])c2)n1
48	-8	O=C1c2ccccc2C(=O)C(Cl)(Cl)C1(Cl)Cl
49	-5	CCCCOc1ccc(C2=NC(c3cccs3)=Nc3ccc(OC)cc3N2)cc1
50	5	Cc1ccc2[nH]cc(-c3nnnn3-c3ccc(F)cc3)c2c1
51	5	CC1CCCN(S(=O)(=O)c2ccc(N3CCCC3=O)cc2)C1 (configuration not stated)
52	1	COC(=O)Nc1ccc(S(=O)(=O)Oc2ccc(C)cc2-n2nc3ccccc3n2)cc1
53	15	Cc1nc(CCN)cc(N2CCN(S(=O)(=O)c3ccccc3)CC2)n1
54	2	Cn1nnnc1SCCNC(=O)c1ccc2oc(Cc3ccccc3)nc2c1
55	7	CCC(=O)Nc1c(C)cccc1CC
56	5	Cc1ccc(N2C(=O)CSC2c2cccc3cccnc23)cc1 (configuration not stated)
57	17	Cc1cc(=O)[nH]c2c(N=Nc3ccccc3)c(N)nn12
58	6	Cc1ccc(Cn2cc(C(=O)c3ccc(C)cc3)c(=O)c3ccc(C)nc32)cc1
59	-14	CCOC(=O)C1=c2s/c(=C\c3cccc([N+](=O)[O-])c3)c(=O)n2C(=N)C(S(=O)(=O)c2ccccc2)C1c1cccc([N+](=O)[O-])c1 (configuration not stated)
60	-7	Cn1ccnc1CN1CCCC(CCc2c(F)cccc2F)C1 (configuration not stated)
61	-8	COCCNC(=O)c1ccc(OC)c(Br)c1
62	-15	Cc1ccc2occ(CN3CCCC(c4cc(=O)[nH]cn4)C3)c(=O)c2c1 (configuration not stated)
63	98*	COc1cc(/C=C2/SC(=O)N(Cc3ccc(F)cc3)C2=O)cc(I)c1OCC(=O)O
64	1	COc1ccc(/C=N/Nc2nc(N3CCCC3)nc(N3CCCC3)n2)c(OC)c1OC
65	-2	COc1cccc(-c2noc3c2CN(CCCn2cccn2)CC3)c1
66	7	COc1ccc(C(=O)CSc2nc3scc(-c4ccccc4)c3c(=O)n2-c2ccccc2)cc1
67	4	Cc1ccc(CNC(=O)c2ccc(Cn3c(=O)c4ccccc4n(CC(=O)Nc4ccc(C)cc4C)c3=O)cc2)cc1
68	1	c1ccc2[nH]c(NCC3CCCO3)nc2c1 (configuration not stated)
69	10	O=C(CCC1CCN(C2CCSCC2)CC1)NC1CC1
70	4	Cc1ccc(Cn2ccn(Cc3ccccc3C)c(=O)c2=O)cc1
71	-9	COc1cccc2c1C(=O)O/C2=C/c1ccc2c(c1)OCO2
72	-5	CCn1c(COc2ccc(OC)cc2)nnc1SCC(=O)Nc1ccccc1OC

Next part; the last 5 above are carried over.
No.	RBX1-CUL1 inh	Structure
68	1	c1ccc2[nH]c(NCC3CCCO3)nc2c1 (configuration not stated)
69	10	O=C(CCC1CCN(C2CCSCC2)CC1)NC1CC1
70	4	Cc1ccc(Cn2ccn(Cc3ccccc3C)c(=O)c2=O)cc1
71	-9	COc1cccc2c1C(=O)O/C2=C/c1ccc2c(c1)OCO2
72	-5	CCn1c(COc2ccc(OC)cc2)nnc1SCC(=O)Nc1ccccc1OC
73	-6	COc1ccc(C(=O)Nc2cccc(C(=O)N/N=C/c3ccco3)c2)cc1
74	-5	COc1cc(/C=N/NC(=O)C(C)n2nnc3ccccc32)ccc1O (configuration not stated)
75	-5	O=C1NCCc2ccccc2C1c1ccccc1Cl (configuration not stated)
76	-1	COc1ccc(C2c3c(n(C)c4ccccc34)C(=O)N2CC(=O)Nc2ccc(F)cc2)cc1 (configuration not stated)
77	15	Cc1ccc(NC(=O)C2CCCN2S(=O)(=O)c2cccc3cccnc23)cc1C (configuration not stated)
78	1	COCCOc1ccc(C(=O)Nc2cc(C)ccc2C)cc1
79	6	CCN1CCCC1CNCc1ccc(C)cc1 (configuration not stated)
80	6	COc1cccc(CN2CCC(C(Cc3ccccc3F)N(C)Cc3cn(C)nc3C)CC2)c1O (configuration not stated)
81	0	CCc1noc(C)c1C(=O)Nc1c(C)cccc1C(C)C
82	6	N#Cc1c(NC(=O)C2C3C=CC(C3)C2C(=O)O)sc2c1CCCCC2 (configuration not stated)
83	51*	Cc1ccccc1NC(=O)CN1C(=O)S/C(=C\c2cccn2-c2cccc(C(=O)O)c2)C1=O
84	8	CCOc1ccc(S(=O)(=O)N2CC(C)OC(C)C2)cc1CC (configuration not stated)
85	-2	COc1ccc(S(=O)(=O)N2CCC(Cc3ccccc3)CC2)cc1OC
86	-1	CCCCn1c(CN2CCCC3(CCCN(C)C3)C2)cnc1S(=O)(=O)CC (configuration not stated)
87	0	CCN1C(=O)C(CC(=O)Nc2ccccc2)SC1=Nc1ccc(S(N)(=O)=O)cc1 (configuration not stated)
88	3	Cc1ccc(-c2noc(-c3ccccc3NC(=O)C3CC(=O)N(c4cccc(C)c4)C3)n2)cc1 (configuration not stated)
89	-6	Cn1ncc(N2CCC(CNC(=O)Cn3ncc4ccccc43)C2)cc1=O (configuration not stated)
90	2	CN1C(=O)NC2(CCN(CC(=O)NCc3ccc(F)cc3)CC2)C1=O
91	9	O=C(Nc1nc2ccc(Cl)cc2s1)c1ccc(C(F)(F)F)cc1
92	1	CCOc1ccc(NC(=O)CSc2oc(-c3cccs3)nc2S(=O)(=O)c2ccc(C)cc2)cc1
93	5	COc1ccc(C(C[N+](=O)[O-])c2c(-c3ccc(Cl)cc3)[nH]c3ccccc23)cc1OC (configuration not stated)
94	10	COc1cc(C)c(Cl)c(C)c1S(=O)(=O)N1CCCCC1
95	-9	COc1ccc(CNC(=O)CN(C)S(=O)(=O)c2ccc3c(c2)c(=O)n(C)c(=O)n3C)cc1
96	0	CCc1nnc(NS(=O)(=O)c2ccc(OC)cc2)s1

Filtered by structure: the compounds so far with a furan ring, fused or not
No.	RBX1-CUL1 inh	Structure
2	8	COc1cc(NC(=O)c2cc3c(=O)n(Cc4ccco4)ccc3nc2C)cc(OC)c1OC
73	-6	COc1ccc(C(=O)Nc2cccc(C(=O)N/N=C/c3ccco3)c2)cc1

Continued.
No.	RBX1-CUL1 inh	Structure
97	3	COc1ccc2c(c1)CCC1C2=CCN2C(=O)CCC12 (configuration not stated)
98	6	CN(C)Cc1cccc(SC2c3ccccc3CSc3ccccc32)c1 (configuration not stated)
99	9	C=CCNC(=S)NS(=O)(=O)c1cnccc1Nc1cccc(Cl)c1
100	0	CCCCOC(=O)Cn1c(=O)c2c(nc(N3CCOCC3)n2Cc2ccccc2)n(C)c1=O
101	-2	Cc1ccc2oc(=O)c3cc(C(=O)NCCc4ccc(Cl)cc4)sc3c2c1
102	5	O=C(Nc1cccc(Cl)c1)C1CCN(C(=O)c2ccccc2F)CC1
103	-3	COc1ccc(C(CNC(=O)c2oc3ccc(Cl)cc3c2C)N2CCCCC2)cc1 (configuration not stated)
104	4	CCCCn1ncc2[nH]c(-c3cccnc3)nc21
105	3	CCc1nccn1S(=O)(=O)c1cc(C)ccc1OC
106	4	CCn1c2ccccc2c2nnc(SCC(=O)Nc3ccccc3OC)nc21
107	3	CO[C@H]1[C@H](NC(=O)c2ccncc2)c2ccccc2C12CCN(C(=O)CCc1scnc1C)CC2
108	-2	O=C(O)CCCNc1cc(N2CCN(C3CCCCC3)CC2)c2noc3c2c1C(=O)c1ccccc1-3
109	8	COc1cc(CN2CCCN(c3nc(C)c4cc(C)c(C)cc4n3)CC2)ccc1F
110	6	COc1ccc2c(c1)-c1nc(NC(=O)c3cccc(Br)c3)sc1CC2
111	-4	CCCC(O)c1nc2ccccc2n1CCCCOc1ccc(OC)cc1 (configuration not stated)
112	10	O=C(Cn1nnc(-c2ccc3c(c2)OCO3)n1)Nc1ccccc1Cl
113	-4	CCOc1ccccc1-c1cc(-c2n[nH]c(=S)n2CC)c2ccccc2n1
114	-4	Cc1cc(C)c(S(=O)(=O)NCCc2cc3ccc(C)c(C)c3[nH]c2=O)c(C)c1
115	-4	CCCCCCCC[n+]1cccc(C(=O)N2C3C(=O)NC(N)=NC3=NC(C)C2C)c1 (configuration not stated)
116	-1	O=C1CCC(CCC(=O)N2CCC(c3ccccc3Cl)C2)(Cc2cccs2)N1 (configuration not stated)
117	-1	Cc1cccnc1NC(=O)c1ccc(Br)cc1
118	3	Cc1ccc(Cl)cc1-n1nnc(C(=O)Nc2ccccc2Cl)c1C
119	4	Cc1ccccc1CN1CCC(C(=O)N2CCc3ccccc32)CC1
120	-15	Cc1ccc(-c2csc(/C(C#N)=C/c3ccccc3)n2)cc1
121	2	CCOC(=O)c1cnc(Nc2ccccc2OC)nc1C
122	2	CCc1ccc(NC(=O)C2CCN(C(=O)N3CC(CC)Oc4ccccc43)CC2)cc1 (configuration not stated)
123	1	CCN(CC)S(=O)(=O)c1ccc(OC)c(NC(=O)c2sc3ccccc3c2Cl)c1
